Compound activity deposited in PubChem BioAssay by National Center for Advancing Translational Sciences (NCATS).
ERK EGF block = qHTS Assay for Inhibitors of the ERK Signaling Pathway using a Homogeneous Screening Assay; Stimulation with EGF. HEK293-V1b, EGF-stimulated phospho-ERK AlphaScreen. Potency, µM (doses to about 11.5 µM), inactives show at the highest dose activity change, negative = inhibition, hits mostly inhibitors. 130,000 compounds, 0.41% hits. AID 1454, 2008; active = well fitted inhibition curve with a large enough effect; inconclusive = small, poorly fitted or top-dose-only effect, or effect the other way;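 note: plate controls were stimulated vehicle wells for no effect and unstimulated vehicle basal for full effect; nearly all actives have a fitted effect of over 55% in size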
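HEK293 cells stably expressing V1b receptor, serum-reduced (1% FBS) overnight, got compound for 30 min at 37C, then 25 nM EGF for 5 min. Lysate phospho-ERK read by AlphaScreen SureFire; AC50 from Hill fits.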
An asterisk follows results filed as active; ? = inconclusive; & = joins results of further samples; [ ] = dose if it differs, or a comment. Potency is the fitted concentration of half-maximal effect. Not all compounds are listed (hit frequency here may not be typical).

SMILES | ERK EGF block
COc1ccccc1C(=O)N=c1sc2c(C)ccc(OC)c2n1C | -5.1%[57.5 µM]
Cc1ccc(NC(=O)c2ccc(Cl)cc2Cl)cc1O | 0.6%[57.5 µM]
COc1cccc(CN2CCN(C(=O)Nc3ccc([N+](=O)[O-])cc3)CC2)c1 | -6.7%
COc1ccc(NC(=O)CC2S/C(=N\c3nccs3)N(C)C2=O)cc1 (stereo not drawn) | 5.1%
COC(=O)c1sccc1N/C=C(\C#N)S(=O)(=O)C(C)(C)C | -2.7%[57.5 µM]
COc1ccc(NS(=O)(=O)c2cc(Cl)ccc2Cl)cc1S(=O)(=O)N1CCCCC1 | -6.7%
COC(=O)NC(=S)Nc1ccc(Oc2ccc(Cl)cc2Cl)c(Cl)c1 | -11.0%
Cc1cc(N2C(=O)C3CC=CC(C)C3C2=O)no1 (stereo not drawn) | 28.8%
CC1Oc2ccccc2N(CC(=O)NCc2ccccc2)C1=O (stereo not drawn) | -3.2%
O=C(CSc1ccc2c(c1)OCCO2)Nc1cccnc1Cl | -4.4%
CCOC(=O)N1CCN(CC(O)COc2c(C)cccc2C)CC1 (stereo not drawn) | 0.7%
CS(=O)(=O)c1ccc(C(=O)NCC2(N3CCCCC3)CCCCC2)cc1 | 9.5%
FC(F)(F)c1ccc(-c2csc(-c3ccno3)n2)cc1 | 1.4%[57.5 µM]
Cc1ccc(NC(=O)c2sc3nc(C)nc(N4CCN(c5ccccn5)CC4)c3c2C)c(C)c1 | 1.8%
COCCn1cnnc1SCC(=O)Nc1cc(OC)c([N+](=O)[O-])cc1C | -6.1%
O=[N+]([O-])c1ccc(N=Cc2ccc(Br)c([N+](=O)[O-])c2)cc1 | 7.6%
O=C(Cc1cccs1)N=Nc1c(O)[nH]c2ccc(Br)cc12 | -19.9%[57.5 µM]
O=C1CCCC2=C1C(c1ccncc1)n1c(nc3ccccc31)N2 (stereo not drawn) | -13.3%
Cc1ccccc1C(=O)c1cccn1CC(=O)NC(C)c1ccc2c(c1)OCCO2 (stereo not drawn) | -0.8%
Clc1ccc(C[n+]2cc(-c3ccccc3)n3c2CCC3)cc1Cl | -6.3%
C=CCn1c(=NC(=O)c2ccco2)sc2cc(C(=O)OC)ccc21 | 1.8%
COc1ccc(-c2csc(NC(=S)NC(=O)/C=C/c3ccco3)n2)cc1Br | 5.7%[57.5 µM]
COc1ccc2[nH]c(=O)c(CN(C(=O)c3cccnc3)c3ccc(C)c(C)c3)cc2c1 | 3.5%[57.5 µM]
COC(=O)c1ccc(C(NC(=O)OCc2ccccc2)/C(C)=C/[C@@H](C)C(=O)NCc2cc(F)cc(F)c2)cc1 (stereo partly drawn) | -5.0%
O=C(CSc1ccccn1)Nc1ccc2c(c1)OCO2 | -5.4%[57.5 µM]
COc1ccc([N+](=O)[O-])cc1C(=O)Nc1ccc(OCC(=O)N2CCOCC2)cc1 | -5.4%
CCc1ccc(NC(=S)N(Cc2cccnc2)Cc2ccco2)cc1 | 1.2%
CNS(=O)(=O)/C=C/c1ccccc1 | -8.5%
O=c1c2ccccc2[nH]c2ccccc12 | 4.0%
CC(C)NCC(O)COc1ccc(COCCOC(C)C)cc1 (stereo not drawn) | 7.0%
O=C(Nc1nc2ccccc2[nH]1)c1cccc(S(=O)(=O)N2CCOCC2)c1 | -0.1%
NC(=O)c1ccccc1OCC(=O)c1ccc(Cl)cc1 | 9.9%
CC1CC(=O)Nc2ccccc2N1C(=O)Nc1ccc(F)cc1F (stereo not drawn) | 5.7%[57.5 µM]
COC(=O)c1c(C)oc(C)c1S(=O)(=O)Nc1ccc(C(C)C)cc1 | 22.1%[57.5 µM]
Cc1cccc(C2Nc3ccccc3C(=O)N2NC(=O)c2ccc([N+](=O)[O-])cc2)n1 (stereo not drawn) | 8.5%
COc1ccc(C2CC(c3ccccc3)=NN2C(=O)CSc2ncn[nH]2)cc1 (stereo not drawn) | -4.9%
Cc1cccc(C)c1OCC(O)CN1CCN(c2ccccn2)CC1 (stereo not drawn) | -2.4%
O=C1CN(c2nc(-c3ccccc3)c3ccccc3n2)c2ccccc2N1 | 5.5%
N#CCC(=O)Nc1ccc(C(=O)NCc2ccccn2)cc1 | -2.8%
CCOC(=O)Cc1cnc(NC(=O)CSc2nc3ncnc(N)c3[nH]2)s1 | -1.3%
Cc1nn(-c2nnc(NC3CCCCC3)nn2)c(C)c1Br | ?
O=c1ccnc(Sc2ncccc2[N+](=O)[O-])[nH]1 | 2.2%
CCNC(=S)Nc1nc2c(cc1C(=O)OCC)CCCC2 | 3.7%
COc1ccc(C(=O)Nc2cnn(Cc3ccc(Cl)cc3)c2)cc1OC | -15.6%
O=S(=O)(NCc1csc(-c2cccs2)n1)c1ccccc1 | 2.3%[57.5 µM]
CC(=Nc1ccccc1)C1=C(O)CC(C)(C)CC1=O | -8.4%[57.5 µM]
CCOC(=O)C(=O)N1CCC(C(=O)OCC)CC1 | 0.0%[57.5 µM]
Cc1nc2ccccc2n1C1CCN(CC(=O)Nc2ccccc2Br)CC1 | ?
Cc1ccc(/C=N/n2c(C)cc(C)c(C#N)c2=O)cc1 | 13.8%
CC1(C)CC(=O)C/C(=N/NC(=O)COc2ccc(Cl)cc2Cl)C1 | 3.4%[57.5 µM]

The results go on:
SMILES | ERK EGF block
COC(=O)[C@@]1(Cc2ccccc2)[C@H]2c3cc(C(=O)N(C)C)n(C[C@H](O)CO)c3C[C@H]2CN1C(=O)c1ccccc1 | -0.8%
COc1ccc(CSCC(=O)Nc2ccc(S(=O)(=O)N3CCCCCC3)cc2)cc1 | 5.2%
O=c1[nH][nH]c2ccccc2c1=O | -2.8%[57.5 µM]
O=C(NCc1ccc(F)cc1)C(=O)Nc1nc(C23CC4CC(CC(C4)C2)C3)cs1 | -6.7%
C(=N\N(Cc1ccccc1)c1ccccc1)/c1cccnc1 | ?
Cc1cc(-c2ccccc2C(=O)NC2CCCCC2)on1 | -0.1%[57.5 µM]
COC(=O)c1ccccc1N=Nc1c(N)[nH][nH]c1=O | -4.0%[57.5 µM]
CCC(=O)Nc1cccc(NC(=O)c2ccc(Br)cc2)c1 | -3.8%
O=P(c1ccccc1)(c1ccccc1)C(c1ccccn1)P(=O)(c1ccccc1)c1ccccc1 | -4.6%[57.5 µM]
CCOc1ccc(NC2=C(OC)C(=O)c3ccccc3C2=O)cc1 | 12.6µM*
Cn1cccc1C(=O)OCC(=O)NC1CCS(=O)(=O)C1 (stereo not drawn) | 1.9%
CNC(=O)n1cc(C)c(-c2cccs2)n1 | 6.0%[57.5 µM]
CCCOC(=O)c1[nH]c2c(c1C)C(=O)CC(c1ccc(OC)c(OC)c1)C2 (stereo not drawn) | 4.9%
CSc1ccccc1NC(=S)N/N=C/c1cccn1Cc1ccc(F)cc1 | 35.1%[activator]
O=C(COC(=O)/C=C/c1ccc(S(=O)(=O)N2CCOCC2)cc1)NCc1ccc2c(c1)OCO2 | -2.2%
COC(=O)CNC(=O)C1(C)C=CCN1C(=O)c1ccccc1 (stereo not drawn) | -2.9%&1.9%
Cn1c(=O)c2cc(S(=O)(=O)Nc3cc(C(=O)O)cc(C(=O)O)c3)ccc2n(C)c1=O | -1.5%[57.5 µM]
O=C(COC(=O)c1cc(=O)[nH]c2ccccc12)Nc1nc(-c2ccccc2)cs1 | -4.5%
Cc1ccc(-n2c3nc(=O)n(C)c(=O)c-3cc3ccccc32)cc1 | 4.7%[57.5 µM]
Cc1ccc(C)c(SCC(=O)c2ccc[nH]2)c1 | -1.1%
Clc1cccc(OCCCN2CCCC2)c1Cl | 7.6%
COc1ccc(Cn2c(=O)c3cccnc3n(Cc3ccc([N+](=O)[O-])cc3)c2=O)cc1 | 0.4%
CC12CCC(C(=O)NCc3ccccc3Cl)(CC1=O)C2(C)C (stereo not drawn) | -5.0%
COc1cc2[nH]c(=S)n(C3CC3)c(=O)c2cc1OC | 7.8%
CCOc1ccc(C2C(C(C)=O)=C(O)C(=O)N2CCc2c[nH]c3ccccc23)cc1 (stereo not drawn) | -6.4%
CN(CCOc1ccccc1)CC(=O)Nc1cccc(Br)c1 | -2.5%
COc1ccc(N2CCN(C(=O)c3ccccc3)CC2)c([N+](=O)[O-])c1 | -3.6%[57.5 µM]
CCOC(=O)CSc1nc(=O)n2cc(C)ccc2n1 | -5.5%
N/C(Cc1nc(-c2ccc(Cl)cc2)cs1)=N/O | -7.3%[57.5 µM]
Cc1cs/c(=N\N=C2CCCCC2)n1Cc1ccco1 | ?
CCOC(=O)N/N=C(\C)c1ccc(-n2cnnn2)cc1 | -7.7%
CCN(CC)CCC(c1ccc2c(c1)OCO2)c1c(OC)cc(OC)c2ccc(=O)oc12 (stereo not drawn) | -12.8%[57.5 µM]
Cc1ccc(NC(=O)c2csnn2)c(C)c1 | 0.7%
CCCCNC(=O)NNC(=O)c1ccco1 | 2.7%
COc1ccccc1NC(=O)N(Cc1cccs1)Cc1cc2cc3c(cc2[nH]c1=O)OCO3 | -3.2%
CC1=NN(c2nc3ccccc3[nH]2)C(=O)C1Cc1ccccc1 (stereo not drawn) | 5.9%[57.5 µM]
CC(=O)Nc1nc(-c2ccccc2)c(-c2ccccc2)o1 | 3.2%
Cc1ccnc(SCc2cc(=O)c(OC(=O)c3ccc(Br)o3)co2)n1 | 1.9%
COC(=O)CN(c1ccccc1)S(=O)(=O)c1cc(Br)ccc1OC | ?
COc1ccc(NC2=C3CCCC=C3N(c3ccc(OC)cc3)C2=O)cc1 | -1.0%
CN(C)CCNC(=O)COc1ccc(Cl)cc1Cl | 3.6%
COc1ccc(S(=O)(=O)Nc2ccccc2C(=O)N2CCCC2)cc1OC | 10.4%[57.5 µM]
CCOC(=O)c1ccc2c(c1)n(CC)c(C)[n+]2CC | 1.9%
Cc1ccc(C(=O)N2N=C(c3ccccc3)CC2(O)C(F)(F)F)o1 (stereo not drawn) | -2.2%
CSC(=CC(=O)c1ccc(F)cc1)SC | 1.4%[57.5 µM]
COc1cccc(/C=C2\SC(=S)N(CC3CCCO3)C2=O)c1 (stereo not drawn) | ?
O=C(C1CCN(S(=O)(=O)N2CCC3(CC2)OCCO3)CC1)N1CCCCC1 | 1.1%
COc1ccc2c(c1)C(=O)[C@@H](OC(=O)N[C@H]1CCCc3ccccc31)[C@H](c1ccc(OC)c(Br)c1)O2 | 1.5%
COc1ccccc1-c1nc(SCC(=O)N(C)c2ccccc2)c2c(=O)n(C)c(=O)n(C)c2n1 | -5.8%
Fc1ccc(NC(=S)Nc2ccccc2N2CCOCC2)cc1Cl | ?

Going on with the list.
SMILES | ERK EGF block
COc1ccc(CCNCC(=O)Nc2ccc(C)c(S(=O)(=O)N(C)C)c2)cc1 | -8.8%
CCN(CC)CCN(Cc1cc2ccc(C)c(C)c2[nH]c1=O)C(=S)NCc1ccco1 | -3.0%
Cc1nc([N+](=O)[O-])cn1-c1nc2ccccn2c1[N+](=O)[O-] | 5.6%[57.5 µM]
COc1ccc(NC(=O)Cn2c(=O)n(-c3ccccc3)c(=O)c3oc4ccccc4c32)c(OC)c1 | 0.3%
C/C(=N\Nc1ccc(C(=O)c2c(C)cc3ccccn23)cc1[N+](=O)[O-])c1ccc(O)cc1 | ?
O=C1CN(/N=C/c2ccc([N+](=O)[O-])o2)C(=O)N1 | 6.0%&8.2%
O=C(Nc1cccnc1)OC1CCCCC1 | 4.0%
c1ccc2[nH]c(SCc3cn4cccnc4n3)nc2c1 | -2.8%
CC1CCN(C(=O)c2ccc(S(=O)(=O)Cc3ccccc3F)c([N+](=O)[O-])c2)CC1 | -1.2%
COC(=O)c1sc(SC)c(S(=O)(=O)C(C)C)c1N | 5.5%[57.5 µM]
CCCCOc1ccc(C(=O)Nn2c(-c3cccs3)nc3ccccc3c2=O)cc1 | 0.4%
CC(C)NC(=O)NC(=O)COC(=O)/C=C/c1ccccc1[N+](=O)[O-] | 0.8%
COc1ccc2cc(C(=O)Nc3ccc(Cl)cc3)sc(=O)c2c1OC | 1.7%
O=C1COc2ccc(C(=O)COC(=O)Cc3ccsc3)cc2N1 | -0.8%
COc1ccc(Cc2nc(-c3cccs3)no2)cc1 | 1.1%
CC(=O)c1ccc(N2CCN(C(=O)c3ccc4nc[nH]c4c3)CC2)cc1 | 3.2%

16 compounds already listed, ordered by heavy-atom count, descending:
SMILES | ERK EGF block
COc1ccc(NC(=O)Cn2c(=O)n(-c3ccccc3)c(=O)c3oc4ccccc4c32)c(OC)c1 | 0.3%
COc1ccccc1-c1nc(SCC(=O)N(C)c2ccccc2)c2c(=O)n(C)c(=O)n(C)c2n1 | -5.8%
C/C(=N\Nc1ccc(C(=O)c2c(C)cc3ccccn23)cc1[N+](=O)[O-])c1ccc(O)cc1 | ?
CCN(CC)CCN(Cc1cc2ccc(C)c(C)c2[nH]c1=O)C(=S)NCc1ccco1 | -3.0%
CCCCOc1ccc(C(=O)Nn2c(-c3cccs3)nc3ccccc3c2=O)cc1 | 0.4%
COc1ccc(CCNCC(=O)Nc2ccc(C)c(S(=O)(=O)N(C)C)c2)cc1 | -8.8%
CC(=O)c1ccc(N2CCN(C(=O)c3ccc4nc[nH]c4c3)CC2)cc1 | 3.2%
COc1ccc2cc(C(=O)Nc3ccc(Cl)cc3)sc(=O)c2c1OC | 1.7%
CC(C)NC(=O)NC(=O)COC(=O)/C=C/c1ccccc1[N+](=O)[O-] | 0.8%
O=C1COc2ccc(C(=O)COC(=O)Cc3ccsc3)cc2N1 | -0.8%
Cc1nc([N+](=O)[O-])cn1-c1nc2ccccn2c1[N+](=O)[O-] | 5.6%[57.5 µM]
c1ccc2[nH]c(SCc3cn4cccnc4n3)nc2c1 | -2.8%
COc1ccc(Cc2nc(-c3cccs3)no2)cc1 | 1.1%
COC(=O)c1sc(SC)c(S(=O)(=O)C(C)C)c1N | 5.5%[57.5 µM]
O=C1CN(/N=C/c2ccc([N+](=O)[O-])o2)C(=O)N1 | 6.0%&8.2%
O=C(Nc1cccnc1)OC1CCCCC1 | 4.0%
